PhoP GFP inhibition = PhoP regulon inhibitors, Salmonella typhi PhoP promoter GFP reporter, confirmatory (AID 1850) | Salmonella Typhi PhoP-promoter GFP reporter, fluorescence, 4 h; higher % means a stronger effect | one-dose inhibition, % at 50 µM; IC50 in µM for titrated hits | 0.33% of 310,000 active; in the data active = a potency from the dose series; inconclusive = inhibition mostly from about 25% at the one dose, without a potency; inactive = the rest, 99 in 100 with inhibition below about 19%;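 also: 0% = induced wells with vehicle and 100% = uninduced wells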
VEEV TC-83 Vero = inhibitors of VEEV TC-83 cytopathic effect, confirmation, Vero cells (AID 588727); one-dose inhibition, % at 20 µM; IC50 in µM for titrated hits; Vero cells, VEEV TC-83 cytopathic effect inhibition; higher % means a stronger effect; 0.13% of 350,000 active; in the data active = a potency from the dose series; inconclusive = inhibition mostly from about 14% at the one dose, without a potency; inactive = the rest, 99 in 100 with inhibition below about 12%; also: strong numbers were not always called active
influenza NS1A = NS1A inhibition, H1N1 influenza, cell based functional assay (AID 504329). NS1A functional cell-based assay, percent inhibition; higher % means a stronger effect. inhibition, % at 12.5 µM, or IC50 in µM where a hit was titrated. 0.3% of 340,000 active; in the data active = a potency from the dose series; inconclusive = inhibition above about 27% without an active follow-up result; also: strong numbers were not always called active
tuberculosis growth = growth inhibition of non-replicating M. tuberculosis (AID 488890); one-dose inhibition, % at 25 µM; IC50 in µM for titrated hits; Mycobacterium tuberculosis non-replicating, growth inhibition; higher % means a stronger effect; 0.39% of 320,000 active; in the data active = a potency from the dose series; inconclusive = inhibition mostly from about 82% at the one dose, without a potency; inactive = the rest, 99 in 100 with inhibition below about 76%;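 also: plate controls were DMSO cells for no effect and high antibiotic wells for full effect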
M. tuberculosis HTS = M. tuberculosis growth inhibition, HTS (AID 449762) | 0.59% of 330,000 active | M. tuberculosis H37Rv growth inhibition, 7H9 media; higher % means a stronger effect | inhibition, % at 25 µM, or IC50 in µM where a hit was titrated; in the data active = a potency from the dose series; inconclusive = inhibition above about 70% without an active follow-up result;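 also: bacterial growth assessed after seven days of incubation; strong numbers were not always called active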
VEEV TC-83 Vero 10K pilot screen = second read-out of VEEV TC-83 Vero, no call of its own (marks repeat the call); inhibition, %; measured here: 10K pilot screen inhibition
An asterisk follows results filed as active; i = inactive; ? = inconclusive; · = not tested or not shown.

SMILES | PhoP GFP inhibition | VEEV TC-83 Vero | influenza NS1A | tuberculosis growth | M. tuberculosis HTS | others
CC(C)(C)n1cc(C(=O)c2ccc3ccccc3c2O)cn1 | -5.2% | 7.1% | -4.9% | 7.5% | -3.1%
c1csc(-c2ccc(N3CCOCC3)nn2)c1 | 4.2% | i | 5.7% | -9.1% | -6.2%
C/C(=N\N1C(=O)c2ccccc2NC1c1ccccc1)c1ccccc1O (configuration not stated) | 17.8% | 11.3% | -3.6% | 74.0% | -10.2%
Cc1cccc(N2CCN(C(=O)c3ccc4c(c3)CCN4S(C)(=O)=O)CC2)c1C | 0.2% | 6.5% | -9.1% | 7.3% | -0.5%
O=[N+]([O-])c1ccc(NCc2ccc(Cl)cc2)c2ccncc12 | -13.6% | 3.8% | 22.8% | 3.2% | -11.4%
COc1ccc(N(CC(=O)NCc2ccccc2)S(=O)(=O)c2c(C)noc2C)cc1 | -7.1% | 1.4% | -53.5% | 10.6% | 14.5%
Cc1ccsc1C(=O)N(Cc1nnc(-c2ccccc2Cl)o1)C1CC1 | -6.5% | 7.8% | -9.6% | 18.9% | 0.3%
Cc1cc(C)c(S(=O)(=O)N2CCCC(C(=O)NCc3cccnc3)C2)c(C)c1 (configuration not stated) | -7.2% | 4.5% | -8.3% | -5.0% | -10.6%
COc1ccccc1C(=O)Nc1nc(-c2ccc3c(c2)OCCO3)cs1 | -13.8% | 12.0% | 7.7% | · | -2.3%
CCCNC(=O)NS(=O)(=O)c1cnccc1Sc1ccc(Cl)c(Cl)c1 | 1.9% | 3.1% | -5.5% | -7.0% | -2.7%
O=C(/C=C/c1ccco1)N1CCN(S(=O)(=O)/C=C/c2ccccc2)CC1 | -0.1% | 0.5% | 4.1% | 39.4% | 15.6%
CCc1ccccc1NC(=S)NCC1CCN(c2ccc(OC)cc2)C1 (configuration not stated) | 12.6% | i | 10.5% | 78.7% | -3.0%
O=C(Cc1coc2cc3c(cc12)CCC3)NCC1(N2CCCCC2)CCCCC1 | -2.6% | i | -4.5% | 29.7% | 11.2%
COc1ccc(C(=O)N[C@H](C(=O)NCC2CCCCC2)C(C)C)cc1 | 3.3% | 0.3% | -8.1% | 63.7% | -7.7%
COc1ccccc1C(=O)Oc1ccc2ccc(=O)oc2c1 | 11.2% | 0.1% | -16.1% | 64.8% | 20.6%
O=C(CN1C(=O)NC2(CCCC2)C1=O)Oc1ccc2ccc(=O)oc2c1 | · | 0.7% | 3.4% | -3.6% | -2.5%
CCOC(=O)c1cnn2cc(-c3[nH]ncc3[N+](=O)[O-])cnc12 | 5.7% | 2.4% | -5.9% | -20.5% | 2.6%
COc1ccc(OC)c(NC(=O)C2CCCN2C(=O)NC2CCCCC2)c1 (configuration not stated) | 5.7% | 0.5% | 10.2% | 5.6% | 2.0%
COC(=O)C1=C(O)/C(=C\c2ccc(OCC(=O)Nc3ccccc3OC)cc2)N=C1C | -1.9% | 2.4% | -3.8% | 12.2% | 7.4%
Cc1cc(Nc2ccc(F)cc2)n2nc(C)nc2n1 | -3.7% | 0.5% | 1.1% | 9.5% | -0.6%
COc1cccc(NC(=O)CSc2nnnn2C2CCCCC2)c1 | · | 2.1% | 10.8% | · | ·
O=C(CC12CCC(CC1)C2)NCc1ccc2c(c1)OCO2 | 9.9% | 0.6% | -11.0% | 43.9% | -2.6%
COc1ccc(-n2ncc3c2CC(C)(C)CC3NC(=O)C2=CC(=O)CC(C)(C)O2)cc1 (configuration not stated) | 6.5% | 2.5% | -3.2% | 2.9% | 0.0%
COc1cc(CC(=O)N(c2ccccc2)c2nc(C)cs2)cc(OC)c1OC | 11.1% | 7.5% | -3.6% | 29.7% | -2.1%
CCN1C[C@@H]2[C@@H]3C(=O)N(Cc4ccccc4)C(=O)[C@@H]3[C@](CC)(C1=O)N2C(=O)c1ccc(F)cc1 | · | 0.6% | -0.5% | · | ·
Other results:
SMILES | PhoP GFP inhibition | VEEV TC-83 Vero | influenza NS1A | tuberculosis growth | M. tuberculosis HTS | others
CCn1cc(C(=O)N2CCN(Cc3ccc4c(c3)OCO4)CC2)c(=O)c2ccc(C)nc21 | -7.3% | i | 13.1% | -17.9% | -12.9%
Cc1ccc2c(c1)cc(CN(Cc1ccco1)C(=O)N1CCOCC1)c1nnnn12 | -13.5% | 8.3% | 1.9% | 19.1% | -2.5%
O=C(CSc1ccccn1)N1CCNC1=O | · | 1.2% | -19.7% | 2.4% | -1.0%
CC(OC(=O)c1cccc([N+](=O)[O-])c1)C(=O)NCc1ccc2c(c1)OCO2 (configuration not stated) | -10.2% | 0.8% | 6.7% | 0.0% | -4.8%
CC(=O)Nc1ccc(S(=O)(=O)NCC(=O)NNC(=O)COc2ccccc2Cl)cc1 | 10.4% | 2.0% | -6.1% | -6.7% | -0.8%
Cn1c(SCC(=O)NCC2CCCO2)nc2scc(-c3ccccc3)c2c1=O (configuration not stated) | · | 7.1% | -3.8% | 6.8% | -12.0%
NC(=O)CSC1=N/C(=C\c2ccco2)C(=O)N1c1ccc(OC(F)F)cc1 | 11.2% | 8.6% | 6.8% | 8.5% | 5.7%
Cc1cccc2nc(CSC(=N)N)c(Br)n12 | -9.2% | 3.1% | -2.5% | -24.5% | -3.1%
CC(C)CCn1c(N2CCC(C(N)=O)CC2)nc2c1c(=O)[nH]c(=O)n2C | -3.1% | i | 0.0% | 1.2% | 0.4%
CCN(C(=O)COC(=O)CSc1ccc(C)cc1C)c1c(N)n(Cc2ccccc2)c(=O)[nH]c1=O | · | 2.7% | -10.6% | · | ·
COc1ccc(CN(C)C(=O)Cn2cnc3c(SC)nc(N)nc32)cc1OC | · | 0.1% | -2.3% | 1.5% | 5.7%
COCCn1c(SCC(=O)c2[nH]c(C)c(C(C)=O)c2C)nc2ccccc21 | 1.4% | 0.3% | -8.9% | 11.4% | -8.8%
Cn1c(-c2ccc(Cl)nc2)nc2ccccc21 | 12.8% | 0.6% | -0.7% | -4.4% | 6.0%
CCCS(=O)(=O)N1CCCC(C(=O)NCCc2ccccc2)C1 (configuration not stated) | 2.1% | i | -8.3% | -4.9% | -3.8%
CCCc1cc(=O)[nH]c(SCC(=O)Nc2ccc(C(=O)Nc3ccccc3OC)cc2)n1 | · | 5.3% | -8.4% | 25.2% | -0.5%
O=C(O)CCc1ccc(-c2ccc(F)cc2)n1Cc1ccco1 | 8.8% | i | 2.8% | 28.3% | -5.2%
COc1ccc(NC(=O)c2ccc(CN3CCc4ccccc4C3)cc2)c(OC)c1 | -1.0% | 3.5% | 2.0% | 49.1% | 12.2%
CC(C)(C)C1CCC(C(=O)Nc2cccnc2)CC1 (configuration not stated) | 6.6% | 0.8% | -2.5% | ? | 49.6%
CCOC(=O)N1CCC(NC(=O)C2CCN(c3ccc(N4CCOCC4)nn3)CC2)CC1 | -1.5% | i | 7.6% | -6.2% | -0.2%
COc1ccc(C(=O)NC(=S)Nc2ccc(Cl)cn2)cc1OC | 1.8% | 0.6% | 1.3% | -9.0% | 6.9%
CCN(CC)C(=O)CSc1nc2ccccc2c(=O)n1-c1cccc(OC)c1 | -4.5% | 7.8% | -1.6% | 25.2% | -0.2%
O=C(OCc1nc2ccsc2c(=O)[nH]1)c1ccco1 | 4.5% | 0.4% | 2.0% | -9.8% | -5.8%
Cc1nc(C(=O)Nc2ccccc2Cl)cc2c1[nH]c1ccccc12 | 2.4% | i | -1.9% | -10.4% | -2.3%
COc1ccc(CC(=O)OCC(=O)Nc2ccc3c(c2)OCCO3)cc1OC | -4.3% | 0.1% | -11.5% | 3.2% | -1.0%
Cc1ccccc1OCC(=O)Nc1ccc(N2CCOCC2)cc1N1CCOCC1 | · | 6.7% | -7.5% | 16.2% | 7.4%
Additional entries:
SMILES | PhoP GFP inhibition | VEEV TC-83 Vero | influenza NS1A | tuberculosis growth | M. tuberculosis HTS | others
S=C(NCCN(C1CCCCC1)C1CCCC1)Nc1cccc(Cl)c1 | 5.8% | 12.3% | 5.6% | 65.9% | 8.9%
CC(=O)N1c2ccc(S(=O)(=O)NCc3ccccc3Cl)cc2CC1C (configuration not stated) | -0.5% | 0.7% | 5.0% | -2.3% | 4.7%
COc1cc(C(=S)N2CCCC2)ccc1OCc1ccccc1 | 0.5% | 0.4% | -14.7% | -1.4% | -1.1%
C=CCN(CC=C)CCOc1ccc2ccccc2c1 | 5.2% | i | -11.5% | 62.2% | 7.7%
Cc1[nH]c(C)c2c(=O)n(-c3ccccc3)ncc12 | 4.9% | 7.1% | -15.1% | -8.4% | -13.1% | VEEV TC-83 Vero 10K pilot screen=1.1
Cc1cc(C)nc(N/N=C/c2ccccc2OCc2ccc(Br)cc2)n1 | -0.9% | 0.1% | 2.1% | 1.2% | 2.3%
Cc1ccc2nc3c(cc2c1)c(NS(=O)(=O)c1ccccc1)nn3CC(C)C | -3.2% | i | -12.6% | -1.9% | 3.5%
Cc1cc(C(=O)Nc2ccc(N3CCOCC3)c3nonc23)ccc1[N+](=O)[O-] | 12.9% | 0.3% | -1.3% | -2.1% | 4.6%
CCOC(=O)N1CCC(NC(=O)c2cc(S(=O)(=O)NCCc3ccccc3)ccc2F)CC1 | -2.1% | i | -0.1% | -2.0% | 0.3%
CCn1c(=O)c(C(=O)NCCCO)c(O)c2ccccc21 | 2.3% | 3.1% | -4.5% | 9.6% | -0.7%
CCCN(Cc1nnc(-c2ccccc2Cl)o1)C(=O)c1cc2ccccc2o1 | -5.3% | 4.6% | -4.6% | · | 52.5%
CC1(C)CC(O)CC(C)(C)N1CC(O)COCc1ccccc1 (configuration not stated) | -16.7% | 1.6% | 5.9% | 4.7% | 11.6%
O=C(CSc1nc2ccccc2c(=O)n1Cc1ccco1)N1CCN(c2ccccc2)CC1 | 9.1% | 11.3% | 4.5% | 20.3% | 2.7%
Nc1nc2ccc(Cc3ccncc3)cc2s1 | 1.8% | 0.6% | -4.9% | -11.0% | 1.6%
O=C(CCc1ccccc1)Nc1cccnc1Cl | 1.8% | i | -19.4% | -13.9% | 2.0%
CCOC(=O)c1c(C)[nH]c(-c2csc(C)n2)c1C | 1.4% | 0.5% | 2.9% | 3.6% | -1.7%
CN1CCc2c(sc3nc(NN)n(Cc4ccccc4)c(=O)c23)C1 | 15.0% | 0.0% | 12.8% | -1.4% | 16.3%
CCc1ccc2c(c1)C(c1ccc(N3CCOCC3)cc1)=NNC(c1ccncc1)=N2 | -6.3% | 0.5% | 3.8% | 26.8% | 44.4%
O=C(Cc1ccccc1)Nc1nnc(-c2ccco2)s1 | -6.7% | 3.7% | -10.0% | 10.3% | -6.2%
COc1ccc(NC(=S)NCC2CCN(c3ccc(OC)cc3)C2)cc1 (configuration not stated) | -6.3% | 2.2% | 25.9% | ? | 59.3%
COc1ccc(S(=O)(=O)N2CCOCC2)cc1NC(=O)c1ccccc1-c1ccc(C(F)(F)F)cc1 | 5.7% | i | 3.1% | -17.3% | -2.4%
CC(C)(C)c1cc(NS(=O)(=O)c2ccc3c(c2)OCCO3)on1 | 19.2% | i | -19.3% | 1.2% | -20.9%
CCn1ccc(C(=O)NC2=C(C#N)CCC2)n1 | -1.8% | 1.2% | -1.5% | -3.5% | 7.7%
NC(=O)c1ccc(NC(=O)COC(=O)CCCOc2ccccc2)cc1 | · | 0.6% | -3.1% | · | ·
O=C(OCc1cc(=O)n2c(n1)sc1ccccc12)c1cccc(O)c1 | -13.6% | 0.5% | 5.5% | -8.8% | -2.8%
Cc1ccc(N=Nc2ccc(N)cc2C)c(S(N)(=O)=O)c1 | 5.6% | 1.4% | -0.5% | 0.9% | -3.7%
Cc1ccc(-c2csc(NC(=O)C3=COCCO3)n2)cc1 | 3.2% | 5.4% | -3.1% | 23.1% | 1.0%

Screening data deposited in PubChem by Southern Research Specialized Biocontainment Screening Center.
